HSF-1 act – HSF-1 activators, primary screen, NIH3T3-HGL cells, MG132 stress, luminescence, single point. NIH3T3-HGL HSF-1 luciferase reporter, 8 h; 100% = twice DMSO control signal. activation, % at 9 µM. actives 1.7% (n = 300,000). AID 504408, 2011;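 active = mean replicate activation of at least 50% with a set share of replicates each reaching 50%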;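 also: 0% = median of the neutral control wells and 100% = twice that signal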
aSyn UTR inh – MLPCN primary screen, SNCA 5' untranslated region; alpha-synuclein 5'UTR reporter, inhibitor activity; inhibition, % (tested at 7.5 µM); actives 0.82% (n = 300,000); AID 1813, 2009; in the data active = inhibition above about 60%;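 also: H4 neuroglioblastoma cells stably carrying SNCA 5'UTR luciferase fusion; 0% = DMSO wells and 100% = positive control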
Dyrk1A ADPGlo – rat Dyrk1A kinase inhibitors, primary screen, biochemical, single point, plate reader; Dual specificity tyrosine-phosphorylation-regulated kinase 1A (Rattus norvegicus), Q63470; ADP-Glo luminescence, NFATc1 peptide; inhibition, % at 12.5 µM; actives 0.43% (n = 310,000); AID 504441, 2011; in the data active = inhibition above about 50%;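 also: plate controls were vehicle with enzyme for no effect and no enzyme for full effect; many of its hits are not listed in these tables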
Platelet DG rel – inhibitors of platelet dense granule secretion, primary screen, cell-based, MLPCN, human platelets; human platelet-rich plasma, SFLLRN dense granule ATP release, luminescence; inhibition, %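 (compounds screened at 7.5 µM in platelet-rich plasma)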; actives 0.22% (n = 300,000);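 active = mean replicate score, as percent of positive control, at or above 50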
KLF5 inh – KLF5 expression inhibitors, primary screen, DLD-1 cells, luminescence | DLD-1 KLF5 promoter-luciferase reporter | actives 0.23% (n = 290,000) | inhibition, % at 5 µM | AID 1700, 2009;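 active = inhibition above a per-plate limit of that plate's mean compound inhibition plus 3 SD, cut at about 60% in these data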;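 also: 0% = DMSO wells and 100% = LY294002 at 200 µM; higher means less KLF5 promoter-driven luciferase light; inactives centre near -14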
GSK3A inh – blockers of GSK3A enzyme activity – biochemical, luminescence, cell-free homogeneous, HTS, primary screen; GSK-3 alpha kinase, ADP-Glo luminescence, 60 min; Glycogen synthase kinase-3 alpha (Homo sapiens), P49840; inhibition, % at 10 µM; actives 0.1% (n = 320,000); AID 2650, 2010;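 in the data active = inhibition above about 50%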;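 also: GST-tagged GSK-3 alpha with peptide substrate and 25 µM ATP; 0% = DMSO neutral wells and 100% = GW8510 positive control wells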
Target sequence (P49840 whole entry, looked up): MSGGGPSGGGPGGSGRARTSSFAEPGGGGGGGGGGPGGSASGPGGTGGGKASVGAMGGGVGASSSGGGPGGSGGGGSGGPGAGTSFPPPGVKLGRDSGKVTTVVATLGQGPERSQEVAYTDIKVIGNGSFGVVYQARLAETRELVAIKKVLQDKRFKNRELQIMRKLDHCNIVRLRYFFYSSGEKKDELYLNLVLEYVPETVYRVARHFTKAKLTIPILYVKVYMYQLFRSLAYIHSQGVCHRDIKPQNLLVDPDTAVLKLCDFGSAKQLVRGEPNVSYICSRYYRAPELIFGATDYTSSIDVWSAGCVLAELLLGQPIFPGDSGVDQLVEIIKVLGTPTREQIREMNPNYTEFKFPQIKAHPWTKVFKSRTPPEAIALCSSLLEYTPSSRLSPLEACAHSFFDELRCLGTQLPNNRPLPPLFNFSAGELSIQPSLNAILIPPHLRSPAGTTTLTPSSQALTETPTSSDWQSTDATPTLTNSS
HSF1 inh – HSF1 inhibitors in luciferase reporter cells, primary screen, cell-based, NIH3T3, luminescence | NIH3T3-HGL HSE-luciferase, MG132-induced, luminescence 8 h; stronger effect = lower value | activity change, negative = inhibition, % at 7.5 µM (by protocol) | actives 0.77% (n = 300,000);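 active = more than half of replicate wells show activity change below -50%, luminescence cut by over half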;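 also: luciferase reports HSF-1 transcriptional activity via heat shock element; 0% = median of DMSO wells and -100% = zero luminescence signal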
HSP90 refold inh – HSP90 inhibitors, primary screen, cell lysate, luminescence. Rabbit reticulocyte lysate, luciferase refolding luminescence, 3 h. inhibition, % at 5.6 µM. actives 0.91% (n = 290,000). Heat shock protein HSP 90 (rabbit reticulocyte lysate; luciferase refolding);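 active = inhibition above the screen-wide mean plus 3 SD, computed separately per campaign, cut at about 16% in these data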;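 also: 0% = DMSO wells and 100% = 60 µM geldanamycin wells; inhibitors lower the luminescence because luciferase stays unfolded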
GSK3beta inhib – human GSK3beta kinase inhibitors, primary screen, biochemical, cell-free homogeneous, HTS; Glycogen synthase kinase-3 beta (Homo sapiens), P49841; GST-GSK3beta kinase, ADP-Glo luminescence, 60 min; stronger effect = lower value; activity score (negative = inhibition), % at 10 µM; actives 0.038% (n = 300,000); AID 2097, 2009;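 active = more than half of replicate wells score below -50%, meaning over 50% inhibition versus plate controls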;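 also: 0% = median DMSO wells and -100% = median GW8510 positive control wells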
Target sequence (P49841 whole entry, looked up): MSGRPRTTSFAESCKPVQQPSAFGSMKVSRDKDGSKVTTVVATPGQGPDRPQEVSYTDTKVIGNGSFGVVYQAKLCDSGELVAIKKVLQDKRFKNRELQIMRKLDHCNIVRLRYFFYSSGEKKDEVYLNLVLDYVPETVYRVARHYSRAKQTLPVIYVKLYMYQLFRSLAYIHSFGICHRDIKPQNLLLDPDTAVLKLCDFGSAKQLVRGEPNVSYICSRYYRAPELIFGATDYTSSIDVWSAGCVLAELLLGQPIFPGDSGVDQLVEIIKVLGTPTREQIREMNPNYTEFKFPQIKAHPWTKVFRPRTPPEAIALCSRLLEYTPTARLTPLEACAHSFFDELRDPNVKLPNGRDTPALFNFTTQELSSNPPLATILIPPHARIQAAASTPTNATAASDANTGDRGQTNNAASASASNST
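Test system: GST-fused GSK3beta enzyme, cell-free | Quantity: 1.6 ng GST-GSK3beta enzyme per well | Reagent: 25 µM ATP with peptide substrate | Schedule: 60 min enzyme reaction, room temperature | Signal: Luminescent ADP-Glo measurement of ADP formed | Read-out basis: Score relative to plate controls | Control set: DMSO and 20 µM GW8510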
IEC-6 tox – cytotoxicity in IEC-6 intestinal epithelial cells, primary screen, cytotoxicity control for KLF5 inhibitor project, cell-based, luminescence; IEC-6 cytotoxicity, luminescence viability; inhibition, % at 5 µM; actives 0.78% (n = 290,000); AID 1825, 2009; in the data active = inhibition above about 22%;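 also: 0% = plate median of test compound wells and 100% = cytotoxic reference compound wells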
Starred values were filed as active, the others as inactive; · = no result given. Not all compounds are listed; count on the stated rates, not on these rows.

The line under a structure holds: aSyn UTR inh, GSK3A inh, GSK3beta inhib, IEC-6 tox, Dyrk1A ADPGlo, HSF1 inh, KLF5 inh, Platelet DG rel, HSF-1 act, HSP90 refold inh
COCCn1ccc(O)c(Cc2ccc(Cl)cc2)c1=O
 : 9, -1, 2, 7, 1, -2, 10, 13, -11, 4
O=C(COC(=O)c1ccc(S(=O)(=O)Nc2ccccc2)cc1)NCC1CCCO1 (stereo unspecified)
 : 5, -1, -4, 2, 7, -12, 6, 1, 11, 1
Cc1cccn2c(=O)c3cc(C(=O)NCCCn4ccnc4)n(C)c3nc12
 : 2, -4, 4, 1, 1, -7, -10, 4, 2, 1
CC(C)c1ccc(CN2CCC(C(=O)NCc3cccnc3)CC2)cc1
 : -6, -3, 2, -5, 6, 2, -29, 1, 2, -6
C=CCc1cccc2cc(C(=O)N3CCN(C(=O)c4ccccc4)CC3)c(=O)oc12
 : 0, 1, 4, 0, -4, 1, -8, -1, 5, -1
Cc1cccc(NC(=S)Nc2cccc(C(F)(F)F)c2)n1
 : -25, 0, 2, -2, 7, 4, -26, -4, 3, 7
O=C(NCC(c1ccco1)N1CCCCC1)c1cccc(S(=O)(=O)Nc2ccccc2Cl)c1 (stereo unspecified)
 : -11, 3, -1, -3, 1, -5, -24, -8, -2, -3
COc1ccccc1OC(C)C(=O)Nc1ccc(S(=O)(=O)N2CCN(C)CC2)cc1 (stereo unspecified)
 : 21, -3, 3, -2, 4, 1, -10, 0, 11, 0
CC(C)(C)OC(=O)N[C@@H](Cc1c[nH]c2ccccc12)c1nnc(SCC(N)=O)o1
 : 21, -3, 3, -6, -4, -3, -56, -1, 3, -4
O=C(COc1cc2oc(=O)c3c(c2cc1Cl)CCC3)NCC(O)c1ccccc1 (stereo unspecified)
 : -11, 1, 3, 6, -1, 3, -9, 9, -24, 6
CCc1ccc(NS(=O)(=O)c2cccc3nonc23)cc1
 : -37, 1, -2, -4, 0, 9, -11, -3, 15, -4
CCCC/C(C)=N\NC(=O)CNS(=O)(=O)c1ccc([N+](=O)[O-])cc1
 : 11, -2, 0, -4, -1, -5, -12, -3, -8, 1
O=C(COC(=O)c1ccccc1Br)NC1CCCC1
 : -50, -2, 3, 2, -4, 8, -50, -3, 15, -1
Cc1nnc(SCC(=O)N2CCC(C(N)=O)CC2)s1
 : -2, -4, 0, 1, 4, -2, 4, 13, 1, 1
COC(=O)c1cc(OC)c(OC)cc1NC(=O)c1ccc(Br)o1
 : 30, ·, -1, 2, 14, -1, -7, -9, 12, 0
CCOC(=O)c1ccc(N2C(=O)C(O)=C(C(C)=O)C2c2ccccc2)cc1 (stereo unspecified)
 : 2, -3, -1, 8, -5, 3, 2, 1, 0, 0
COC(=O)C(COC(=O)c1c(F)cccc1F)NC(=O)c1c(F)cccc1F (stereo unspecified)
 : -12, 0, 3, 4, -3, 11, 0, 0, 22, 3
O=S(=O)(Cc1cnc(Cl)s1)c1ccccc1
 : -8, ·, -1, 4, -3, -8, -7, -2, 0, -1
O=C(Nc1ccc(O)cc1)c1ccc2c(c1)C(=O)N(N1C(=O)c3ccccc3C1=O)C2=O
 : 6, -4, -1, -1, -3, 6, -4, 3, -16, -5
S=c1[nH]c(-c2ccccc2)cs1
 : -41, -2, 1, 1, -9, -10, -33, 25, -6, 4
COc1ccccc1-c1ccc(=O)n(CC(=O)Nc2ccc(C(=O)N3CCCC3)cc2)n1
 : 4, -1, 5, 3, -3, -3, -51, 3, 4, -1
CC1=C/C(=N\OS(=O)(=O)c2ccccc2)C(C(C)C)=CC1=O
 : ·, -2, ·, -4, 3, ·, 11, ·, ·, -2
COCCSc1ccccc1C(=O)Nc1ccc(S(=O)(=O)N2CCOCC2)cc1
 : 1, -1, -1, 6, 3, 1, -17, 1, 0, 1
COCCNC(=O)CN(c1cc(C(F)(F)F)ccc1Cl)S(C)(=O)=O
 : 34, -5, 6, 2, -7, 4, 1, -18, 35, 0
CN(C)/C=C/C(=O)c1ccc(Oc2ccccc2)cc1
 : -136, -4, -1, -6, 2, 0, 1, 7, -8, -3
OCCC1CN(Cc2nc(-c3ccc(F)cc3)cs2)CCN1CCc1ccccc1 (stereo unspecified)
 : 6, -1, 0, -1, 4, -3, 15, 11, -1, 6
NC1=NC(=O)/C(=C/c2cn(CCC(=O)O)nc2-c2ccc(F)cc2)S1
 : -10, -1, -1, 3, 1, 7, -18, -1, 5, 2
CN(C)C(=O)CCC(=O)N1CCCC(C(=O)c2ccc(C(F)(F)F)cc2)C1 (stereo unspecified)
 : 11, -2, -1, -3, 6, -2, -36, -3, 9, -2
CCOC(=O)c1c(NC(=O)COC(=O)Cn2cnc3ccccc32)sc(C)c1C
 : 7, -2, -10, 1, -2, -20, -2, 4, -36, 2
O=C(Nc1cccc(C(F)(F)F)c1)C1CCN(S(=O)(=O)c2cccnc2)CC1
 : 12, -1, 3, -4, 2, 2, -23, -12, 11, -2
CC(C)OC(=O)CCNc1n[nH]c(=O)[nH]c1=O
 : -4, 1, -9, 4, -2, 1, -21, ·, -19, 4
COCCn1c(SCC(=O)Nc2ccc(C(C)=O)cc2)nnc1-c1ccco1
 : -11, -2, -18, 2, 1, 3, -29, -1, -17, 4
O=C(O)CCC1(C(=O)O)OCCc2ccccc21 (stereo unspecified)
 : 3, -1, -1, -1, ·, -67*, -35, -2, -75, 2
CC(=O)c1ccc(NC(=O)c2cc(=O)[nH]c3ccccc23)cc1
 : -5, -3, ·, 3, -3, -39, -20, -3, -52, 0
Cc1ccccc1-c1cccc([C@@H]2C[C@H]3CN(Cc4cccnc4)C(=O)[C@]34CCCN24)c1
 : -23, -1, 3, -1, 0, 16, -8, -8, 13, 0
CCCN1C2CCCC1CC(NC(=S)Nc1cccc(C)c1C)C2 (stereo unspecified)
 : -24, -2, -1, 2, 2, 5, 0, -3, -12, 3
O=C(CN1C(=O)CSc2ccc(C(F)(F)F)cc21)Nc1ccccc1
 : 9, -3, 2, 0, 3, 7, -7, 11, 11, 8
c1cc2nncn2nc1N1CCCC1
 : -2, 1, -2, 3, 1, -3, -9, ·, -16, 0
O=C(NCc1ccc2c(c1)OCO2)c1ccc(=O)[nH]c1
 : 16, ·, 3, -6, -2, -12, -26, 10, -16, 5
Cc1ccc(C(=O)N/N=C/c2cn(Cc3ccccc3)c3ccccc23)cn1
 : 64*, -2, 6, 2, 8, 5, -37, 3, 33, -1
CN(CCO)c1nc(NCc2ccccc2)c2cnn(C)c2n1
 : -2, -3, -1, -2, -6, -6, 1, -8, -12, -5
CCN(CC)CCCC(C)NC(=O)c1ccc(C(F)(F)F)cc1 (stereo unspecified)
 : 14, 0, 1, 0, -3, -3, -28, 0, -4, 0
C/C(NCc1ccccc1)=C(\C#N)C(=O)NCc1ccccc1
 : 5, -3, 0, 9, -2, 0, -9, -1, 10, 8
Cc1ccc2nsnc2c1NC(=O)c1sc2ccccc2c1Cl
 : 30, -3, -2, 3, -2, -4, -17, -10, -3, -4
CC(C)OCCCNC(=S)Nc1ccc(S(N)(=O)=O)cc1
 : -28, -4, 0, 5, -6, -6, -12, -1, 3, -4
Cc1ccc2c(=O)cc(C(=O)NCCc3ccc(S(N)(=O)=O)cc3)oc2c1C
 : -3, -1, -2, -3, -3, 20, -30, -8, 63*, 0
N#CC(C#N)=NNc1ccc(S(=O)(=O)N2CCCCC2)cc1
 : -16, -2, 4, -8, 2, 4, -15, -1, -7, 5
O=C(NNC1=C(C(=O)C(F)(F)F)CCC1)c1ccccc1O
 : 10, -2, 1, 0, 56*, -2, -14, -24, -14, 2
CCCn1c(N)c(C(=O)CSc2nnc(C3CC3)n2Cc2ccccc2)c(=O)[nH]c1=O
 : 1, -2, 2, 2, 2, 6, -36, -3, 18, 1
COc1cc(CNc2ccc3[nH]c(=O)[nH]c3c2)ccc1OCC(=O)NC(C)(C)C
 : 4, 0, 4, -2, 2, 3, -34, 15, 7, 5
COc1ccc(-n2c(Cc3cccn3C)nnc2SCC(=O)Nc2ccc(C)c(Cl)c2)cc1
 : 12, ·, -2, 1, -3, 8, -16, 2, 6, -5
COc1ccccc1N1CCN(CC(=O)Nc2cc(F)ccc2C)CC1
 : 9, 1, -3, 0, -12, -6, -14, 1, -1, -1
Nc1c(-c2ccccc2)c(CSc2nc3ccccc3[nH]2)nn1-c1ccc(C(=O)O)cc1
 : 14, -3, -5, -6, 2, -8, -13, -3, -3, -3
O=C(COC(=O)CNC(=O)c1ccc(Cl)cc1Cl)Nc1ccc(N2CCOCC2)cc1
 : -22, 0, 1, -8, -1, -7, 3, 0, 10, 2
Cc1nn(-c2ccccc2)c2nc(-c3ccncc3)cc(C(=O)NCc3ccco3)c12
 : -39, 0, -1, -6, -12, -4, -8, 1, 11, 0
COc1cccc(NC(=O)C2C3C=CC4(O3)C2C(=O)N(C2CC2)C4C(=O)NC2CCCCC2C)c1 (stereo unspecified)
 : -3, 0, -1, 4, 5, -4, -18, 4, -18, 0
COCCN1CCN(c2c(C)c(C)nc3cc(-c4cccc(OC)c4)nn23)CC1
 : 0, 6, -2, ·, 4, 6, ·, 8, 26, ·

Screens deposited in PubChem by several laboratories.
